Compound activity (PubChem BioAssay)
Anesthetic bind – binds horse apoferritin like a general anesthetic | apoferritin/1-aminoanthracene competitive binding, fluorescence | AID 485281 | 350,000 tested, 0.074% active | Potency, µM (titrated, usually from 77.5 µM), for the others: at the top dose activity change, negative = displacement, most hits filed as inhibitors; note: potency is the fitted concentration of half-maximal effect; % is set by controls: 0 for no effect and ±100 for the full control effect; nearly all actives have a fitted effect of over 20% in size
Target sequence (P02791 2-175 limits assumed): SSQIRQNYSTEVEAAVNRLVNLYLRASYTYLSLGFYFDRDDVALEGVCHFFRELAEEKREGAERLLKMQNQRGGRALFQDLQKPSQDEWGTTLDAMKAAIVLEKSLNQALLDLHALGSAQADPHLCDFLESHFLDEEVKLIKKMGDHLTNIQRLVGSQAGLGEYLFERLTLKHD
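Concentration-response curves derived by four-parameter Hill fitting of normalized fluorescence, where compounds displaced 1-AMA from 10 uM horse apoferritin following a brief 10 min room-temperature incubation; propofol titration acted as positive control.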
12-LOX inh – blocks human arachidonate 12S-lipoxygenase; purified 12hLO, xylenol orange hydroperoxide absorbance; Potency, µM (doses to about 108 µM), inactives show top-dose activity change, negative = inhibition, actives largely listed as inhibitors; 580,000 tested, 1.1% active; note: potency is the fitted concentration of half-maximal effect; % is set by controls: 0 for no effect and ±100 for the full control effect
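Purified human 12hLO (150 nM final) in 25 mM Hepes, 0.01% Triton X-100, pH 7.0 was preincubated 15 min at room temperature with compound. Then 40 uM arachidonic acid was added, 30 min. Hydroperoxide was read by Fe-XO absorbance ratio 573/405 nm.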
RGS4 inh – inhibitors of human regulator of G protein signaling 4. P49798. Transcreener GDP fluorescence polarization, RGS4-accelerated GTP hydrolysis. Potency, µM (series often up to 114 µM), without a hit: top-dose activity change, negative = inhibition, actives largely listed as inhibitors. 390,000 tested, 0.039% active; note: potency is the fitted concentration of half-maximal effect; % is set by controls: 0 for no effect and ±100 for the full control effect; nearly all actives have a fitted effect of over 75% in size; some results filed as inactive show a strong effect at the top dose
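MLSMR compounds (23 nl, pin-transferred) preincubated 10 min at room temperature with a 500nM (2x) first reagent, then RGS4 at 900nM (2x) plus Transcreener GDP mix added; fluorescence polarization (620/688 nm) read before and after 90 min at 30 °C.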
ERG Ets-DNA blk – ERG Ets/DNA interaction inhibition; 370,000 tested, 0.028% active; Potency, µM (top dose mostly 76.9 µM), without a hit: at the highest dose FP activity, negative = inhibition, most hits filed as inhibitors; fluorescence polarization, His-ERG Ets domain / labelled DNA; AID 624246; P11308; active = well fitted inhibition curve with a large enough effect in the polarisation, with a control signal flat; inconclusive = small, poorly fitted or top-dose-only effect, or effect the other way, or a change in a side signal; inactive = no such curve, though single readings can be large or run the other way; the % refers to the polarisation;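 note: polarization taken with two DNA probes labelled with fluorescein and Texas red; potency is the fitted concentration of half-maximal effect; % of control where 0% means no effect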
Target sequence (P11308 whole entry, looked up, the tested form may be a part): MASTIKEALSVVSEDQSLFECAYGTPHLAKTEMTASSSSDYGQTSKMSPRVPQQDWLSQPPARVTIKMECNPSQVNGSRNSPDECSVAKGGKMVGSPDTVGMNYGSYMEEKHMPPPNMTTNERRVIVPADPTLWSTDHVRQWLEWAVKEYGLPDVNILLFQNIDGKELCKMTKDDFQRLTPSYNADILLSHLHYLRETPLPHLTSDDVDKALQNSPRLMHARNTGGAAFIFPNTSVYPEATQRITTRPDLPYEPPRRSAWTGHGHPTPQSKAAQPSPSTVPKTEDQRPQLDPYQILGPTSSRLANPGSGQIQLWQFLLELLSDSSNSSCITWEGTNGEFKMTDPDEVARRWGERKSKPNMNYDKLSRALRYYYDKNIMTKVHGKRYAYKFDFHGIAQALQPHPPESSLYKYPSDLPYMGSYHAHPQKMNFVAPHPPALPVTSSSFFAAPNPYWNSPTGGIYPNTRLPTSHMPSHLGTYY
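His-tagged ERG Ets domain (1 uM in the protein solution; 300mM KCl, 50mM Tris-HCl, 1mM EDTA, 1mM DTT, pH 7.5) received compound, then a probe mix of 5 nM fluorescein-DNA and 100nM Texas-615-DNA. Fluorescence polarization was read for both dyes.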
Pol kappa inh – DNA polymerase kappa (human) inhibition | 400,000 tested, 0.53% active | AID 588579 | Q9UBT6 | Potency, µM (top dose mostly 107 µM), inactives show at the top dose activity, negative = inhibition, usual class: inhibitors | purified Pol kappa, fluorescent DNA synthesis assay, 10 min; note: potency is the fitted concentration of half-maximal effect; % is set by controls: 0 for no effect and ±100 for the full control effect
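50 nM final substrate added after 15 min RT preincubation of 10 nM Pol kappa with compound; fluorescence read at 0 and 10 min.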
POLH inh – blocks human DNA polymerase eta activity; 390,000 tested, 1.2% active; recombinant Pol eta, fluorescent DNA replication assay; AID 588591; Potency, µM (top dose mostly 114 µM), for inactives: at the top dose activity change, negative = inhibition, most hits filed as inhibitors; Q9Y253; note: potency is the fitted concentration of half-maximal effect; % is set by controls: 0 for no effect and ±100 for the full control effect
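Pol eta (10 nM) was preincubated with compounds for 15 min at room temperature, after which fluorescent replication substrate (50 nM final) was added to start the reaction. Fluorescence was read kinetically at 0 and 10 min.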
APEX1 inh – inhibitors of human APE1 endonuclease; AID 2517; 350,000 tested, 0.35% active; P27695; recombinant APE1, TAMRA/BHQ-2 abasic DNA cleavage fluorescence; Potency, µM (highest dose often 65.8 µM), for the others: at the highest dose activity change, negative = inhibition, hits mostly inhibitors;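 note: potency is the fitted concentration of half-maximal effect; plate controls were vehicle for no effect and reference inhibitor for full effect; nearly all actives have a fitted effect of over 55% in size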
Target sequence (P27695 whole entry, looked up): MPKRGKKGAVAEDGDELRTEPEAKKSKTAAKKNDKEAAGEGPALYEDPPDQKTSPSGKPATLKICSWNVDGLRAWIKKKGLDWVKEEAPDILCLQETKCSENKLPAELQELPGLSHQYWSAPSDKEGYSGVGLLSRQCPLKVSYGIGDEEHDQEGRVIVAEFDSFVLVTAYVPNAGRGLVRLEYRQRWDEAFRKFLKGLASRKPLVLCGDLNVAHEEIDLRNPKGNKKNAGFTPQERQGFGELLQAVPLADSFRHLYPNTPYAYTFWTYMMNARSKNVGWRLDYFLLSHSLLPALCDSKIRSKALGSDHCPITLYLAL
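Quantitative HTS: incision of a TAMRA/BHQ-2 double-stranded substrate bearing a tetrahydrofuran abasic site by 0.75 nM APE1 raises fluorescence. Substrate 50 nM final, added after 15 min compound preincubation at room temperature; progress as third-minus-first kinetic read difference.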
LDHA block – LDHA (human) enzyme inhibition. AID 1347041. activity change, % (values are at about 110 or 230 µM). 480,000 tested, 0.15% active. P00338. purified LDHA, NADH/diaphorase-resazurin fluorescence; hits give low values; in the data active = activity change below about -30%; inconclusive = mostly about -25% to -30%;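 note: plate controls were DMSO wells for no effect and wells without enzyme for full effect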
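Human LDH5 at 2 nM final in Tris HCl pH 7.4 with 0.06 mM NADH and 0.2 mM pyruvate, reacted 5 minutes at room temperature. Remaining NADH coupled via diaphorase/resazurin; resorufin fluorescence read at 0 and 20 minutes, normalized to enzyme-free and DMSO wells.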
POLB inh – inhibitors of human DNA polymerase beta; 340,000 tested, 1.3% active; Potency, µM (titrated, usually from 114 µM), for the others: at the highest dose activity change, negative = inhibition, hits mostly inhibitors; Pol beta primer extension/strand displacement, fluorescence kinetic; P06746; note: potency is the fitted concentration of half-maximal effect; % is set by controls: 0 for no effect and ±100 for the full control effect
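Kinetic readout of DNA synthesis with strand displacement by Pol beta. Compound and 10 nM enzyme sit 15 min at room temperature; 50 nM substrate starts the reaction, read immediately and at 10 min.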
* marks the source's active call; other numbers are inactive results; ? = inconclusive; . = no result given; & = joins results of further samples; [ ] = another dose, or the depositor's remark. Unless noted, calls come from the whole dose curve; as a rule, active = well fitted curve in the direction sought with a large enough effect; inconclusive = small, poorly fitted or top-dose-only effect, or another doubt; inactive = no such curve, though single readings can be large; an effect the other way counts as inactive or inconclusive.

Each structure is followed by: Anesthetic bind | 12-LOX inh | RGS4 inh | ERG Ets-DNA blk | Pol kappa inh | POLH inh | APEX1 inh | LDHA block | POLB inh
O=C1OCCC1Sc1nnc(-c2ccco2)n1-c1ccccc1 (centres undefined)
    -4% | 3% | 0% | 4% | -1% | -14% | 6% | 4 | -7%
COc1cccc(C2CC(=O)Nc3c2c(=O)[nH]c2ncnn32)c1 (centres undefined)
    1% | ? | -22% | -6% | 1% | -15% | -5% | -1&-1 | 7%
Cc1cc(C)cc(OCC(=O)N2N=C(C(F)(F)F)CC2(O)C(C)(C)C)c1 (centres undefined)
    -4% | ? | 19%[11.4 µM] | 4% | -14% | ? | 12% | -9 | -2%
CCOC(=O)/C(C#N)=C\c1cc(OC)c(OC)cc1[N+](=O)[O-]
    -6% | ? | ? | -1% | -1% | 1% | -5% | -8 | 6%
O=C(CCCSc1ccccc1)Nc1cccc(CO)c1
    -3% | -1% | 10% | 0% | -5% | -23% | -13% | -5 | 12%
O=C(Nc1ccc(Cl)c(Cl)c1)c1cccnc1
    -14% | ? | -7% | -2% | -4% | -13% | 34% | -2 | 15%
COc1cc(/C=N/NC(=O)c2ccc(NC(=O)C3CCCCC3)cc2)ccc1O
    ? | 19% | 7% | 6% | -20% | -23% | -6% | -1 | ?
CCOc1ccc(-c2nnc(-c3ccc(OC)cc3)o2)cc1
    3% | -8% | -2% | -15% | -14% | ? | 15% | -5 | -1%
Cc1ccc(S(=O)(=O)N2CCCC(C(=O)NC3CCCC3)C2)cc1 (centres undefined)
    -3% | 6% | 2% | -7% | 6% | -4% | 38% | -14 | 28%
CCCC(=O)O[C@]1(C(=O)CO)CC[C@H]2[C@@H]3CCC4=CC(=O)CC[C@]4(C)[C@H]3[C@@H](O)C[C@@]21C
    -8% | -6%[22.9 µM] | -10% | 11% | 4% | -16% | -5%&-4% | -3 | 5%
O=C1c2ccccc2C(=O)N1/N=C/c1ccc(Oc2ccc([N+](=O)[O-])cn2)cc1
    -3% | 36%[activator] | 25% | -10% | -5% | 9% | 2% | -11 | 7%
O=C(c1cccc(S(=O)(=O)N2CCN(c3ccccc3)CC2)c1)N1CC=C(c2ccccc2)CC1
    -6% | 434%[activator] | -14% | 2% | -11% | -3% | 18% | -11 | 9%
CC(=O)N1CCc2c(sc3c2c(=O)n(-c2ccccc2C)c(=O)n3CC(=O)Nc2ccccc2)C1
    -5% | -14% | -10% | -1% | -15% | -2% | . | -3 | -14%
CC(=O)c1ccc(N=C2C(=O)Nc3ccccc32)cc1
    -7% | 3% | ? | -6% | -13% | -18% | 3% | -1 | -1%
O=C(C1=C(O)C(=O)N(CC2CCCO2)C1c1ccc(Cl)cc1Cl)c1ccco1 (centres undefined)
    1% | 40µM* | -4% | 4% | -1% | 1% | -5% | 0 | 2%
CCOc1cc(C(=O)Nc2ccc(S(=O)(=O)NC3=NCCCCC3)cc2)cc(OCC)c1OCC
    -18% | 4% | -1%[56.9 µM] | -7% | 1% | -4% | -7% | -6 | 1%
Cc1cccc(C(=O)N2CCC(=O)N(C(COCc3ccc(Cl)cc3)Cc3ccccc3)CC2)c1 (centres undefined)
    -10% | ? | -9% | 4% | 0% | -26% | -3% | 1 | -21%
COc1ccccc1NC1=NC(C)(C)N=C(N)N1
    -8% | 8% | -9% | -16% | 4% | 6% | -6% | -11 | 30%
CCN1CCN(c2ccc(S(=O)(=O)N3CCOCC3)cc2NC(=O)/C=C/c2ccc([N+](=O)[O-])cc2)CC1
    . | ? | -42% | 7% | -16% | -5% | -13% | -7 | .
COc1ccc(OC)c(C2NC(=O)NC(C)=C2C(=O)OCc2ccccc2)c1 (centres undefined)
    -9% | 18% | 11% | -3% | -11% | -8% | 24% | -1 | 68%
O=C(COC(=O)c1cc(=O)c2ccccc2o1)NCC1CCCCC1
    -13% | 4%&-16% | -3% | 0% | -14% | -12% | -2% | -7&-2 | -7%
CC1CCCC(C)N1C(=O)COC(=O)c1ccc[nH]c1=O (centres undefined)
    3% | ? | -42% | 5% | -6% | -17% | 25% | -10 | 1%
COc1ccccc1NC(=O)CNC(c1ccccc1)c1ccccc1
    -8% | -16% | -21% | -9% | -9% | -21% | 31%[12.4 µM] | -3 | 5%
CC(C)Oc1ccc(CCN=C(N)N=C(N)N)cc1Cl
    -15% | -3% | 1%[56.9 µM] | -4% | -5% | -12% | 9% | -1 | -1%
CC(=O)c1cccc(S(=O)(=O)NCC(c2ccco2)N2CCCCC2)c1 (centres undefined)
    -14% | ? | 22% | -2% | -20% | 1% | -3% | -1 | -1%
Cc1ccc(NC(=O)c2nc[nH]c2C(=O)N[C@@H](CCCCNC(=O)OC(C)(C)C)C(=O)OC(C)(C)C)cc1
    -13% | 9% | 6% | -3% | -15% | -25% | ? | 3 | -18%
COc1ccc(NC(=O)c2cc(S(=O)(=O)N3CCOCC3)ccc2C)cc1S(=O)(=O)N1CCCCC1
    . | 16% | -8% | 5% | -26% | -6% | . | 0 | .
COc1ccc(S(=O)(=O)N2CCOCC2)cc1NC(=O)COc1ncnc2ccccc12
    -8% | -31% | 11% | 2% | -3% | -15% | -1% | -3 | 23%
Cc1cc(C)n(-c2ccc(C(F)(F)F)cc2[N+](=O)[O-])n1
    -10% | -24% | -14% | -8% | 1% | -13% | 8% | -1 | 24%
COc1cc(C(=O)NN(CCC#N)C2=NS(=O)(=O)c3ccccc32)cc(OC)c1OC
    -3% | 2% | -1% | -8% | -4% | -5% | 55%[activator] | -4 | 5%

An excerpt from above in order of SMILES length, lowest first.
Each structure is followed by: Anesthetic bind | 12-LOX inh | RGS4 inh | ERG Ets-DNA blk | Pol kappa inh | POLH inh | APEX1 inh | LDHA block | POLB inh
COc1ccccc1NC1=NC(C)(C)N=C(N)N1
    -8% | 8% | -9% | -16% | 4% | 6% | -6% | -11 | 30%
O=C(COC(=O)c1cc(=O)c2ccccc2o1)NCC1CCCCC1
    -13% | 4%&-16% | -3% | 0% | -14% | -12% | -2% | -7&-2 | -7%
Cc1ccc(NC(=O)c2nc[nH]c2C(=O)N[C@@H](CCCCNC(=O)OC(C)(C)C)C(=O)OC(C)(C)C)cc1
    -13% | 9% | 6% | -3% | -15% | -25% | ? | 3 | -18%

Full records, looked up by structure. Order of values: Anesthetic bind | 12-LOX inh | RGS4 inh | ERG Ets-DNA blk | Pol kappa inh | POLH inh | APEX1 inh | LDHA block | POLB inh
Results for `CC(=O)c1cccc(S(=O)(=O)NCC(c2ccco2)N2CCCCC2)c1` (centres undefined) → -14% | ? | 22% | -2% | -20% | 1% | -3% | -1 | -1%
Results for `O=C(COC(=O)c1cc(=O)c2ccccc2o1)NCC1CCCCC1` → -13% | 4%&-16% | -3% | 0% | -14% | -12% | -2% | -7&-2 | -7%

The results go on.
Each structure is followed by: Anesthetic bind | 12-LOX inh | RGS4 inh | ERG Ets-DNA blk | Pol kappa inh | POLH inh | APEX1 inh | LDHA block | POLB inh
O=S(=O)(c1cccc(-c2n[nH]c(=S)n2C2CCCC2)c1)N1CCOCC1
    -1% | ? | 4% | -10% | -8% | -10% | 8% | -6 | 8%
CC(=O)NC(=S)Nc1ccc2oc(-c3cc(F)c(F)cc3Cl)nc2c1
    -1% | 0% | -36% | 2% | -13% | -9% | 15% | -2 | 5%
CCN(C1CCCCC1)S(=O)(=O)c1ccc(S(=O)(=O)N2CCN(CCC#N)CC2)cc1
    -3% | 346%[activator] | 1% | 3% | -6% | -18% | -2% | 2 | -14%
COc1ccc(C(=O)COC(=O)c2n[nH]c3ccccc23)c(OC)c1
    . | -15% | 1% | 8% | -17% | ? | -25% | -2 | .
C[n+]1ccccc1/C=C/c1c(F)cccc1F
    -11% | ? | -27% | 1% | -13% | -10% | 14% | -16 | 16%
COc1ccc(C)cc1NC(=O)NCc1ccco1
    -7% | -22% | -17% | -4% | -18% | -13% | 1% | -5 | 10%
O=C(C1=C[C@@H](c2csc3ccccc23)C[C@@H](OCCCCO)O1)N1CCN(Cc2ccc3c(c2)OCO3)CC1
    47%[activator] | -29% | -1% | -3% | -6% | -18% | -3% | 0 | -1%
C/C(=N\Nc1nc2ccccc2c(=O)n1O)c1ccco1
    -7% | -1% | ? | 5% | -23% | ? | -11% | 13 | ?
Cc1ccc(S(=O)(=O)N2CCC(=O)CC2c2ccccc2)cc1 (centres undefined)
    . | 0% | 0% | -5% | 0% | -5% | . | -12 | .
CN(Cc1nc2ccccc2c(=O)[nH]1)C(=O)c1cc(C2CC2)nn1-c1ccccc1
    . | -3% | 14% | 1% | 3% | -22% | -20% | -2 | .
CCCCOc1cccc(NC(=O)c2cccc(C(=O)Nc3cccc(OCCCC)c3)c2)c1
    0% | -4% | -4% | -5% | -7% | 7% | . | -2 | 11%
Cc1ccc(C)c(N2CCN(C(=O)Cn3nc(Cc4cccnc4)c4ccccc4c3=O)CC2)c1
    -6% | -8% | 6% | 2% | -7% | -9% | . | -11 | 28%

Entries above with an aryl thioether with sulfur outside any ring, in the order listed:
Each structure is followed by: Anesthetic bind | 12-LOX inh | RGS4 inh | ERG Ets-DNA blk | Pol kappa inh | POLH inh | APEX1 inh | LDHA block | POLB inh
O=C1OCCC1Sc1nnc(-c2ccco2)n1-c1ccccc1 (centres undefined)
    -4% | 3% | 0% | 4% | -1% | -14% | 6% | 4 | -7%
O=C(CCCSc1ccccc1)Nc1cccc(CO)c1
    -3% | -1% | 10% | 0% | -5% | -23% | -13% | -5 | 12%

Only part of the results is shown; rates above refer to the full screens.
